Screens (PubChem BioAssay)
HSF1 activator: increases HSF-1 driven luciferase reporter signal; NIH3T3-HGL HSF-1 luciferase reporter, MG132, 8 h; 100% = twice DMSO control signal; 300,000 tested, 1.7% active; activation, % at 9 µM;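 active = mean replicate activation of at least 50% with a set share of replicates each reaching 50%; inconclusive = only one of those two conditions met; inactive = mean below 50% and too few replicates reaching it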;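 also: 0% = median of the neutral control wells and 100% = twice that signal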
AI-2 QS modul: modulates the Vibrio harveyi AI-2 quorum sensing system | Vibrio harveyi JMH597 AI-2 luminescence/OD600 ratio, 9 h; active compounds read low; strain lacks LuxN and CqsS sensors; 0 = neutral-control median | activity change, % at 7.5 µM | 300,000 tested, 0.4% active; in the data active = activity change below about -75%, passing the limit was not always enough; inconclusive = no clear call, values can overlap the other calls;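 also: luminescence divided by OD600 gain over 9 h not by final OD600 alone; inactives centre near 13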
HIF activator: HIF pathway transcriptional activation; U2OS HRE-luciferase reporter, luminescence; normalized: DMSO 0%, desferrioxamine 100%; activation, % at 7.5 µM (by protocol); 300,000 tested, 0.32% active;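 active = mean activation of at least 10% of the iron chelator positive control signal, with at least half of replicates also reaching 10%; inconclusive = mean and replicate majority disagree about reaching 10%; inactive = mean and most replicates under 10%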
HSF1 inhib: HSF1 inhibition. NIH3T3-HGL HSE-luciferase, MG132-induced, luminescence 8 h; active compounds read low. activity change, negative = inhibition, % at 7.5 µM (by protocol). 300,000 tested, 0.77% active. AID 2098;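 active = more than half of replicate wells show activity change below -50%, luminescence cut by over half; inconclusive = some wells, but at most half, below -50%; inactive = no replicate well below -50%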;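 also: luciferase reports HSF-1 transcriptional activity via heat shock element; 0% = median of DMSO wells and -100% = zero luminescence signal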
aSyn 5UTR inh: MLPCN primary screen, SNCA 5' untranslated region. alpha-synuclein 5'UTR reporter, inhibitor activity. inhibition, % (tested at 7.5 µM). 300,000 tested, 0.82% active; in the data active = inhibition above about 60%; inconclusive = no clear call, values can overlap the other calls;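 also: H4 neuroglioblastoma cells stably carrying SNCA 5'UTR luciferase fusion; 0% = DMSO wells and 100% = positive control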
SKKanGAS inh: SKKanGAS growth inhibition | 300,000 tested, 1.3% active | inhibition, % at 7.5 µM | S. pyogenes SKKanGAS, kanamycin growth, BacTiter-Glo, 6 h;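 active = mean replicate score, as percent of positive control median, at least 50; inconclusive = mean below 50 but one replicate at or above 50; inactive = mean and every replicate below 50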;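 also: strain carries kanamycin resistance gene driven by streptokinase promoter and grows in 40 µg/ml kanamycin; loss of luminescence reflects streptokinase promoter inhibition or plain growth inhibition; 0% = median of DMSO wells and 100% = positive control at its reference dose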
HSP90 refold inh: HSP90 refolding inhibition in rabbit reticulocyte lysate | 290,000 tested, 0.91% active | luciferase refolding luminescence, 3 h | inhibition, % at 5.6 µM | AID 1789;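 active = inhibition above the screen-wide mean plus 3 SD, computed separately per campaign, cut at about 16% in these data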;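 also: 0% = DMSO wells and 100% = 60 µM geldanamycin wells; inhibitors lower the luminescence because luciferase stays unfolded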
KLF5 inhibitor: inhibitors of KLF5 expression | DLD-1 KLF5 promoter-luciferase reporter, luminescence | inhibition, % at 5 µM | 290,000 tested, 0.23% active;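 active = inhibition above a per-plate limit of that plate's mean compound inhibition plus 3 SD, cut at about 60% in these data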;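 also: 0% = DMSO wells and 100% = LY294002 at 200 µM; higher means less KLF5 promoter-driven luciferase light; inactives centre near -14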
IEC-6 cytotox: IEC-6 cytotoxicity, counter-screen for KLF5 inhibitors; luminescence viability; inhibition, % at 5 µM; 290,000 tested, 0.78% active; AID 1825; in the data active = inhibition above about 22%;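 also: 0% = plate median of test compound wells and 100% = cytotoxic reference compound wells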
Platelet DG rel: platelet dense granule release activity. human platelet-rich plasma, SFLLRN dense granule ATP release, luminescence. inhibition, %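 (compounds screened at 7.5 µM in platelet-rich plasma)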. 300,000 tested, 0.22% active. AID 1663;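 active = mean replicate score, as percent of positive control, at or above 50; inconclusive = mean below 50 but at least one replicate at or above 50; inactive = mean and every replicate below 50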
Active calls of the source: *; ? = inconclusive; · = no result given; & = joins results of further samples.

SMILES | HSF1 activator | AI-2 QS modul | HIF activator | HSF1 inhib | aSyn 5UTR inh | SKKanGAS inh | HSP90 refold inh | KLF5 inhibitor | IEC-6 cytotox | Platelet DG rel
CN(C)C(=O)N1CCN(C(=O)c2ccccc2Sc2ccccc2C#N)CC1 | 5.3 | 11.6 | -0.3 | -1.7 | -2.4 | 5.5 | -1.4 | -32.6 | 2.4 | -0.4
O=S(Cc1ccc(Cl)cc1)CC(O)COc1ccc(Cl)cc1 (stereo unspecified) | 24.1 | 7.9 | 0.6 | 14.6 | 4.2 | -7.3 | -3.0 | 7.9 | -0.4 | -0.6
CC(NC(=O)/C(C#N)=C/c1cccs1)c1ccccc1 (stereo unspecified) | 8.3 | 12.6 | 0.3 | -0.2 | -3.6 | 1.1 | -1.7 | -30.4 | -2.2 | 4.4
COc1ccccc1Nc1nc(N2CCOCC2)nc(N2CCOCC2)n1 | -15.5&-13.9 | -3.6&12.2 | -0.3&-0.6 | -11.9&-7.2 | 13.5&11.0 | -2.1&11.8 | -4.6 | -11.7 | 6.1 | 15.1&3.1
C=CCn1c(SCN2C(=O)c3ccccc3C2=O)nc2ccc(Cl)cc2c1=O | 4.1 | 12.8 | -0.5 | -7.9 | 10.0 | -2.3 | 2.2 | -7.3 | -0.2 | -9.6
COc1ccc(C(=O)NCC(=O)OCC(=O)N2CC(C)CC(C)C2)cc1 (stereo unspecified) | -16.4 | -3.7 | -0.4 | 4.9 | 18.1 | -0.3 | -2.1 | -23.0 | -1.1 | 5.1
c1cc(CNC23CC4CC(CC(C4)C2)C3)ccn1 | 20.1 | -4.0 | 0.2 | 0.6 | -17.1 | -1.5 | 1.5 | -40.3 | -4.8 | -16.8
CCCCOc1ccc(Br)cc1CSC(=N)N | -6.9 | 4.7 | 0.1 | -1.8 | -14.2 | -5.6 | 3.1 | -10.4 | 3.2 | 11.1
CC1CCCCC1NC(=O)c1nn(C)c(=O)c2ccccc12 (stereo unspecified) | -1.3 | 5.8 | -1.3 | -1.1 | 13.4 | 7.5 | -0.6 | -24.3 | -2.5 | -2.5
Cc1ccc(NC(=O)CSCC(=O)OCc2cc(=O)oc3cc(O)ccc23)c(C)c1 | 5.3 | 48.5 | 0.4 | 7.2 | -2.3 | 4.2 | · | · | · | -2.3
CC(=O)Nc1ccc(NC(=O)CSc2ncc(C(=O)Nc3ccccc3)c(=O)n2C)cc1 | 36.9 | -4.6 | -14.1 | 32.1 | 2.1 | -4.1 | · | · | · | -3.4
COc1cccc(CN(Cc2cccnc2)S(=O)(=O)c2ccc(-n3cnnn3)c(C)c2)c1 | 2.1 | 5.1 | · | 0.6 | -1.2 | -14.0 | 2.0 | -29.4 | 1.1 | -2.7
CCOc1cccc(C2C(C(=O)c3ccc(C)o3)=C(O)C(=O)N2CCCn2ccnc2)c1 (stereo unspecified) | -5.3 | 29.7 | 0.6 | -4.2 | 0.2 | -4.2 | · | · | · | 4.6
O=C(COc1ccccc1[N+](=O)[O-])Nc1ccc2oc(=O)ccc2c1 | 2.6 | 27.1 | 0.0 | -5.2 | -39.7 | -5.4 | -2.6 | -26.6 | -4.6 | 4.4
Cc1cc2c(cc1S(=O)(=O)N1CCN(c3ccccc3)CC1)OCCN2C | 42.4 | 27.1 | -0.3 | 10.4 | 9.9 | 1.6 | -4.1 | -17.0 | -0.6 | 3.9
COc1ccc2oc(/C=C/N(C)C)c(C(=O)c3ccc(Cl)cc3)c2c1 | -9.3 | 17.0 | -0.4 | 0.7 | -3.4 | 27.0 | -0.9 | -22.7 | -2.8 | 1.3
Cc1cc(NC(=O)CCNS(=O)(=O)c2ccc3[nH]c(=O)oc3c2)ccc1Br | -5.4 | 8.4 | 0.5 | -1.7 | -5.6 | -1.8 | -0.7 | -14.2 | -4.7 | 6.4
COC(=O)Cn1nc(C)c2ccccc2c1=O | -3.2 | -14.8 | -47.2 | -3.9 | -1.7 | 15.5 | -4.7 | -25.3 | -3.0 | -1.5
CC(=O)Nc1ccc(NC(=O)C2CCN(c3ccc(C(F)(F)F)cn3)CC2)cc1 | 11.8 | 10.6 | -0.9 | -7.6 | -0.2 | 0.1 | 1.0 | 13.6 | 1.5 | -3.3
O=C(Cc1ccc(Cl)cc1)N/N=C/c1cccc(O)c1 | 13.5 | -95.1* | 3.3 | 1.2 | -4.6 | -11.6 | 13.3 | -20.4 | -3.0 | -14.1
COc1ccc(N(C(=O)c2ccco2)C(C(=O)NC2CCCC2)c2ccco2)cc1OC (stereo unspecified) | 11.5 | -12.9 | -0.6 | 2.1 | 4.4 | 0.2 | 1.7 | 6.1 | 3.7 | 1.3
Cc1cccc(Cn2nnc3c2C(=O)c2ccccc2C3=O)c1 | 7.7 | 26.6 | -0.5 | 12.2 | -0.1 | -6.5 | -3.1 | -13.6 | 3.8 | -6.7
Cc1cc(C)c(S(=O)(=O)c2ccc(C(C)(C)C)cc2)c(Cl)n1 | 13.7 | 18.7 | 3.6 | -2.3 | -3.8 | 5.5 | 9.4 | -14.4 | 1.3 | -5.4
Cc1ccccc1CNC(=O)c1cc2ccccc2o1 | 14.9 | -40.6 | 0.5 | -0.7 | -2.2 | -2.4 | -3.6 | -30.0 | -0.2 | -0.8
COc1cc(S(=O)(=O)n2ccnc2)ccc1Br | -5.7 | 11.8 | -0.1 | 4.1 | 2.8 | -7.0 | 0.3 | -35.9 | -2.9 | -1.5
O=C(COc1ccc(F)cc1Br)N1CCN(S(=O)(=O)/C=C/c2ccccc2)CC1 | -20.8 | 7.4 | -0.3 | -4.7 | 0.8 | -2.4 | -0.2 | 6.5 | 0.2 | 0.0
O=C(NCc1ccc(Cl)cc1)c1ccc(CS(=O)Cc2cccc(Cl)c2)o1 (stereo unspecified) | -10.8 | 12.3 | 0.3 | 2.8 | 26.2 | 4.9 | -0.4 | -19.8 | -0.1 | 0.6
Cc1ccc(N2C(=O)N(CC(=O)NC(c3ccccc3)c3ccccc3)C(=O)C2C)cc1 (stereo unspecified) | 12.3 | 23.5 | 0.3 | -5.3 | -14.3 | -0.1 | -3.2 | -30.0 | -3.1 | 0.6
COc1cccc(OCc2nnc(-c3cccs3)o2)c1 | 9.6 | -72.8 | 3.2 | 18.7 | -141.8 | 5.0 | -0.5 | -33.6 | 2.6 | -3.0
CCOc1ccc(CCNC(=O)CS(=O)Cc2nc(-c3ccc(OC)c(OC)c3)oc2C)cc1OCC (stereo unspecified) | 14.2 | -4.9 | 0.0 | 3.5 | 20.9 | 0.4 | -2.4 | -22.6 | 1.6 | -5.5
CCOc1ccc(CCNC(=O)c2cccc(N3CCCC3=O)c2)cc1OCC | -2.5 | 9.8 | -0.2 | -14.0 | 0.1 | -7.0 | -0.1 | -29.5 | 4.7 | 0.2
COC(C(=O)Nc1c(F)cccc1F)c1ccccc1 (stereo unspecified) | 6.3 | 9.9 | -0.1 | 4.8 | -19.3 | 1.0 | 2.1 | -17.0 | -6.6 | 1.7
Cc1ccc(-n2ncc3c(=O)n(CC#N)cnc32)cc1 | -1.6 | 15.9 | 0.1 | -5.3 | -47.2 | 1.6 | -0.4 | -28.2 | 3.1 | -3.3
CCCn1c(N)c(C(=O)COC(=O)c2c(C)noc2C)c(=O)n(C)c1=O | 17.6 | 33.0 | -0.3 | -5.6 | 13.3 | -4.2 | 1.3 | -31.1 | -10.9 | 2.0
Cc1ccc(NC(=O)CS(=O)(=O)c2cn(C)c3ccccc23)c(C)c1 | 3.0 | 15.4 | 0.0 | -3.0 | 30.5 | -1.4 | · | · | · | 21.7
COc1cc2c(c(O)c1OC)-c1c(cc(OC)c(OC)c1O)[C@@H](OC(=O)c1ccccc1)[C@@](C)(O)[C@@H](C)[C@@H]2OC(C)=O | 3.9 | 10.6 | 0.0 | -3.2 | 12.4 | 2.5 | · | · | · | 1.8
COc1ccc(CCNS(=O)(=O)c2cccc(C(=O)O)c2)cc1OC | 6.9 | · | -0.4 | -4.8 | 4.4 | 3.1 | -2.2 | 7.5 | 1.0 | -3.9
O=C(N/N=C\c1cc(Br)c(Br)o1)C1COc2ccccc2O1 (stereo unspecified) | 14.4 | -47.8 | -0.2 | 1.4 | -24.4 | -15.3 | 0.4 | 6.4 | 1.1 | 6.8
O=C(O)c1cccc2c(-c3ccccc3)c(-c3ccccc3)[nH]c12 | 3.4 | 14.2 | 0.5 | 0.4 | -3.6 | 58.5* | -0.7 | 14.4 | 1.2 | 3.1
COc1ccc2c(Cl)c(C(=O)NCCc3ccc(S(N)(=O)=O)cc3)sc2c1 | 9.1 | 23.5 | 0.0 | 3.8 | -2.7 | -5.0 | 0.7 | 2.8 | 1.6 | 3.9
CSCC[C@H](Nc1ncnc2sc(C)c(C)c12)C(=O)O | -19.8 | 11.5 | -0.2 | -12.6 | -8.3 | -7.9 | 6.2 | -16.2 | 5.5 | -5.0
Cc1cccc(NC(=O)CSCC(=O)Nc2cccc(S(=O)(=O)N3CCCCCC3)c2)c1 | 8.8 | 69.5 | -0.4 | 2.4 | 18.4 | -7.2 | · | · | · | 2.1
Cc1cccc(/C(N)=N/OC(=O)c2ccccc2Cl)c1 | 26.1 | 2.3 | 0.3 | 6.8 | 41.6 | 9.5 | -5.4 | -184.3 | -2.9 | ?
CCOc1cc(/C=N/NC(=O)c2nnn(-c3nonc3N)c2C)ccc1OCc1cccc(F)c1 | -4.7 | 38.7 | -0.5 | 1.0 | 0.9 | 1.7 | -0.1 | -11.9 | 4.8 | -4.1
CCCC1(CCC)NC(=O)N(CC(=O)N2CCN(C(=O)c3ccco3)CC2)C1=O | -7.7 | -2.2 | -0.7 | -0.5 | 3.6 | 1.7 | -1.0 | -33.0 | -2.6 | 5.0
Cc1cc(=O)oc2cc(NC(=O)c3cc([N+](=O)[O-])ccc3N3CCOCC3)ccc12 | -13.3 | 4.5 | -0.2 | -2.0 | 11.6 | 1.8 | 0.9 | -27.2 | 4.6 | 14.4
CCCCC1=CC2=CC(=O)C(C)(O)C(=O)C2=CO1 (stereo unspecified) | -3.8 | 31.3 | 0.4 | 9.5 | 20.2 | -0.5 | · | · | · | 0.9
Cc1ccc(CN(C(=O)CNC(=O)c2cccs2)C(C(=O)NCC2CCCO2)c2ccccc2)cc1 (stereo unspecified) | -0.6 | 9.5 | -0.1 | -8.6 | 19.0 | -3.6 | 0.3 | -9.8 | -4.8 | -7.4
N#CCC(=O)N/N=C\c1cccc(OC/C=C/c2ccccc2)c1 | 0.6 | -53.9 | -2.2 | -6.1 | 43.7 | 2.8 | 21.4* | -48.4 | 2.3 | -18.8
CNC(=O)c1ccc(-c2sc3nc(N4CCOCC4)c4c(c3c2N)CCCC4)o1 | 4.8 | 14.0 | -0.3 | 4.5 | 2.1 | 25.2 | -2.5 | -25.9 | -1.4 | 2.5
CCCCS(=O)(=O)N1CCCC(C(=O)Oc2ccccc2OC)C1 (stereo unspecified) | -15.7 | 5.6 | -0.3 | -7.2 | 0.3 | -5.2 | 3.3 | -11.4 | 0.0 | -8.2
